# Bcl-B displacement – displacers of TR3 peptide from Bcl-B, primary screen, selectivity assay for Bfl-1 inhibitor project, biochemical, fluorescence polarization. Bcl-2-like protein 10 (Homo sapiens). FP displacement of FITC-TR3 peptide from Bcl-B; higher % means a stronger effect. displacement, % at 20 µM, or IC50 in µM where a hit was titrated. actives 0.11% (n = 96,000). AID 748, 2007;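 active = displacement above 50% at 20 µM plus a fluorescence interference ratio under 1.5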;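 note: plate controls were wells without compound for no effect and wells lacking Bcl-B protein for full effect; a part of the inactive calls stands beside numbers as strong as those of hits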
# IL1B NFkB pot – enhancers of NFkB p65 translocation in HUVEC – imaging, IL-1B stimulus, high-content imaging, primary screen; HUVEC IL-1B NFkB p65 nuclear translocation imaging; actives 0.3% (n = 94,000); AID 819, 2007; activation, % at 2 µM;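 active = activation above 40%, about the mean plus 3 SD, also judged a hit on visual image review; inconclusive = activation above 40% but not a hit on visual review; inactive = activation not above 40% and no visual hit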;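 note: percent activation is computed from the nuclear over cytoplasmic p65 intensity ratio; values of inactives mirror those of a sister screen read the other way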
# PLAP inhibitors HTS – PLAP enzyme inhibitors, biochemical, luminescence, HTS (AID 690); actives 0.08% (n = 96,000); purified PLAP, luminescent substrate; higher % means a stronger effect; one-dose inhibition, % at 20 µM; IC50 in µM for titrated hits; Alkaline phosphatase, placental type (Homo sapiens); in the data active = a potency from the dose series; inactive = the rest, 99 in 100 with inhibition below about 30%; note: strong numbers were not always called active
# MRP reversal – reversal of MRP1-mediated doxorubicin resistance, primary screen, H69AR cells, doxorubicin co-treatment; H69AR cells + 2 uM doxorubicin, CellTiter-Glo, 72 h; differential viability (reversal), % at 10 µM; actives 0.04% (n = 85,000); AID 602, 2007;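 active = viability drop by adding the cancer drug above about 55%, with treated viability meeting a 40% cutoff, limit read from the data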;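 note: viability without doxorubicin minus viability with 2 µM doxorubicin for each compound; larger differential means the compound sensitizes cells more to doxorubicin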
# NFkB transloc inh – inhibitors of IL-1B driven NFkB p65 nuclear import, primary screen, imaging, HUVEC, IL-1B stimulus, high-content imaging; HUVEC IL-1B NFkB p65 nuclear translocation imaging; inhibition, % at 2 µM; actives 0.43% (n = 94,000); AID 796, 2007;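 active = inhibition above about 30% together with a positive call from visual inspection of the well image, limit read from the data; inconclusive = inhibition above a set limit but visual check negative; inactive = inhibition not above a set limit, visual check negative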;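 note: nuclear over cytoplasmic p65 intensity ratio measured by imaging; 0% = IL-1B stimulated DMSO wells and 100% = unstimulated DMSO wells; values of inactives mirror those of a sister screen read the other way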
# MRP reversal cytotoxicity – also measured in MRP reversal; calls as there; viability, %; H69AR cells, CellTiter-Glo, 72 h; measured here: cytotoxicity without doxorubicin
# MRP reversal with doxorubicin – further read-out of MRP reversal, marked with its call; viability, %; measured here: viability with 2 uM doxorubicin; active compounds read low
# NFkB transloc inh cell count 2 µM – also measured in NFkB transloc inh; calls as there; cell count; measured here: cells passing quality filter;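 raw number of nuclei counted in each imaged well without normalization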
# IL1B NFkB pot cell count 2 µM – second read-out of IL1B NFkB pot, no call of its own (marks repeat the call); cell count; measured here: cells passing quality filter
# The depositor's hits bear a star; u = inconclusive; x = no result given. An excerpt. The share of hits here may be higher or lower than overall.
No.	SMILES	IL1B NFkB pot	IL1B NFkB pot cell count 2 µM	NFkB transloc inh	NFkB transloc inh cell count 2 µM	MRP reversal	Bcl-B displacement	PLAP inhibitors HTS	MRP reversal with doxorubicin	MRP reversal cytotoxicity
1	O=C(/C=C/Nc1ccccc1Br)c1ccccn1	6	54	-6	54	-6	-6%	-13%	73	67
2	Cc1cc(C)nc(-n2nc(C)cc2NC(=O)CN2CCC(C)CC2)n1	9	59	-9	59	-20	-11%	-55%	30	9
3	CC1(C)Cc2c(sc3[nH]c(=S)n(Cc4ccccc4)c(=O)c23)CO1	7	158	-7	158	-22	-1%	-4%	68	46
4	COCCNS(=O)(=O)c1ccc(SC)cc1	22	125	-22	125	-10	1%	-2%	101	90
5	CCn1c(NCc2cccs2)nc2ccccc21	-7	17	7	17	-6	0%	5%	113	108
6	O=C1Nc2ccccc2OC1CC(=O)N1CCOCC1 (configuration not stated)	-7	178	8	178	8	4%	-1%	81	89
7	CCOC(=O)c1cc2c(ccn2C)n1CC(=O)N1CCCC(C)C1 (configuration not stated)	5	151	-5	151	-4	27%	-14%	89	85
8	CCc1ccc(NC(=O)CCNS(=O)(=O)c2cccc3nonc23)cc1	x	x	x	x	6	-5%	-12%	86	92

# Part of the list above, reduced to MRP reversal cytotoxicity.
no. | Molecule | MRP reversal cytotoxicity
8 | CCc1ccc(NC(=O)CCNS(=O)(=O)c2cccc3nonc23)cc1 | 92
2 | Cc1cc(C)nc(-n2nc(C)cc2NC(=O)CN2CCC(C)CC2)n1 | 9
7 | CCOC(=O)c1cc2c(ccn2C)n1CC(=O)N1CCCC(C)C1 (configuration not stated) | 85
1 | O=C(/C=C/Nc1ccccc1Br)c1ccccn1 | 67

# The results go on:
No.	SMILES	IL1B NFkB pot	IL1B NFkB pot cell count 2 µM	NFkB transloc inh	NFkB transloc inh cell count 2 µM	MRP reversal	Bcl-B displacement	PLAP inhibitors HTS	MRP reversal with doxorubicin	MRP reversal cytotoxicity
9	c1ccc(NC2=Nc3ccccc3CS2)cc1	8	175	-8	175	6	2%	9%	94	100
10	CCCCN(CC)C(=O)c1cccc(Cl)c1	16	130	-16	130	13	-5%	-12%	87	99
11	CCOc1ccccc1CNC(=O)C1CCCN(c2nc3ccccc3o2)C1 (configuration not stated)	9	120	-9	120	6	-5%	0%	70	77
12	CCn1c(=O)c(C(=O)NCCNCCO)c(O)c2ccccc21	-16	118	16	118	0	1%	13%	81	82
13	Cc1cc(NC(=O)CSc2ncccn2)no1	-10	168	10	168	4	x	x	96	100
14	Cc1nc2ccccc2cc1O	-3	66	3	66	6	0%	-2%	96	102
15	COc1ccc(N2CCN(C(=O)COc3ccc4ccccc4c3)CC2)cc1	13	141	-13	141	-20	1%	6%	87	67
16	CCOC(=O)c1ccc(NC(=O)CN2C(=O)CSC2=O)cc1	-1	181	1	181	1	3%	-36%	91	92
17	CSc1nsc(SCC(=O)NC2CCCCC2)n1	30	127	-30	127	4	-10%	6%	91	96
18	COC(=O)C1=C(C)N=C2SC(C)C(=O)N2C1/C=C/c1ccccc1 (configuration not stated)	-1	144	1	144	1	-9%	2%	85	86
19	COc1ccc(C2=NOC(C(=O)O)C2)cc1 (configuration not stated)	28	159	-28	159	x	0%	7%	x	x
20	CCOC(=O)CNC(=O)COc1ccc(Cl)cc1Br	4	139	-4	139	8	-14%	9%	89	97
21	NC(=O)CCCC1=NS(=O)(=O)c2ccccc2N1	-2	70	2	70	5	-13%	2%	79	83
22	COc1ccc(N2CCN(C(CNC(=O)c3ccc4c(c3)OCO4)c3cccnc3)CC2)cc1 (configuration not stated)	x	x	x	x	-15	-3%	-31%	92	78
23	CCOc1ncccc1C(=O)OCC(=O)c1ccc(Cl)s1	-8	132	8	132	-6	-5%	-38%	90	84
24	Cc1ccc(OCCN2C(=O)OC(C)(C)C2(C)O)cc1 (configuration not stated)	9	102	-9	102	-8	-1%	4%	103	95

# Record cards, from the list above:
# CCOC(=O)CNC(=O)COc1ccc(Cl)cc1Br is entered as IL1B NFkB pot = 4; IL1B NFkB pot cell count 2 µM = 139; NFkB transloc inh = -4; NFkB transloc inh cell count 2 µM = 139; MRP reversal = 8; Bcl-B displacement = -14%; PLAP inhibitors HTS = 9%; MRP reversal with doxorubicin = 89; MRP reversal cytotoxicity = 97
# CSc1nsc(SCC(=O)NC2CCCCC2)n1 is entered as IL1B NFkB pot = 30; IL1B NFkB pot cell count 2 µM = 127; NFkB transloc inh = -30; NFkB transloc inh cell count 2 µM = 127; MRP reversal = 4; Bcl-B displacement = -10%; PLAP inhibitors HTS = 6%; MRP reversal with doxorubicin = 91; MRP reversal cytotoxicity = 96

# The results go on:
No.	SMILES	IL1B NFkB pot	IL1B NFkB pot cell count 2 µM	NFkB transloc inh	NFkB transloc inh cell count 2 µM	MRP reversal	Bcl-B displacement	PLAP inhibitors HTS	MRP reversal with doxorubicin	MRP reversal cytotoxicity
25	CCCNC(=O)c1noc2c1CCc1ccccc1-2	2	45	-2	45	x	x	x	x	x
26	CCCn1c(SCCc2ccccc2)nc2c1c(=O)[nH]c(=O)n2C	x	x	x	x	7	0%	-6%	89	95
27	CCCOC(=O)CCCCC1SCC(NC(=O)OC)C1NC(=O)OC (configuration not stated)	x	x	x	x	9	6%	-25%	83	92
28	COc1ccc(C(=O)NCc2ccc(-c3nc4ccccc4s3)cc2)cc1OC	12	155	-12	155	x	-15%	22%	x	x
29	C[n+]1cc[nH]c1SCC(=O)c1ccccc1	-11	151	11	151	-15	-4%	18%	111	96
30	CC(C)(C)n1nnnc1C(c1cccnc1)N1CCN(c2cccc(C(F)(F)F)c2)CC1 (configuration not stated)	10	137	-10	137	3	x	x	85	87
31	COc1ccc(C(=O)N(CC2CCCO2)C(C(=O)NC2CCCC2)c2ccc(Cl)cc2)cc1OC (configuration not stated)	1	109	-1	109	x	-2%	-51%	x	x
32	Cc1ccc(C(=O)/C=C/Nc2ccc3c(c2)OCO3)cc1	16	147	-16	147	x	-66%	6%	x	x

# Some values from the list.
# Value of CC(C)(C)n1nnnc1C(c1cccnc1)N1CCN(c2cccc(C(F)(F)F)c2)CC1 (configuration not stated) in IL1B NFkB pot cell count 2 µM: 137
# Value of O=C(/C=C/Nc1ccccc1Br)c1ccccn1 in NFkB transloc inh cell count 2 µM: 54
# Value of C[n+]1cc[nH]c1SCC(=O)c1ccccc1 in IL1B NFkB pot: -11
# Value of c1ccc(NC2=Nc3ccccc3CS2)cc1 in IL1B NFkB pot cell count 2 µM: 175
# Value of Cc1nc2ccccc2cc1O in NFkB transloc inh cell count 2 µM: 66
# Value of COc1ccc(C(=O)NCc2ccc(-c3nc4ccccc4s3)cc2)cc1OC in Bcl-B displacement: -15%

# More entries follow.
No.	SMILES	IL1B NFkB pot	IL1B NFkB pot cell count 2 µM	NFkB transloc inh	NFkB transloc inh cell count 2 µM	MRP reversal	Bcl-B displacement	PLAP inhibitors HTS	MRP reversal with doxorubicin	MRP reversal cytotoxicity
33	CCc1ccc(OCc2nnc(NC(=O)c3cccs3)s2)cc1	2	160	-2	160	4	6%	-13%	94	98
34	CCC(CO)NCc1ccc(OC2CCCC2)cc1 (configuration not stated)	5	206	-5	206	15	x	x	78	93
35	COc1ccc(C(=O)Nc2nnc(-c3cccs3)s2)cc1	-3	162	3	162	x	-4%	9%	x	x
36	COc1ccc(N(CC(=O)NCc2ccco2)S(=O)(=O)c2ccc(OC)c(OC)c2)cc1	x	x	x	x	10	3%	-42%	82	93
37	O=C(CSc1nc2ccccc2c(=O)[nH]1)N1CCN(S(=O)(=O)c2ccccc2)CC1	15	122	-15	122	10	2%	-9%	68	78
38	O=C(c1ccc(CS(=O)(=O)c2ccc(Br)cc2)o1)N1CCN(C2CCCCC2)CC1	9	136	-9	136	74*	7%	-48%	18*	92*
39	Cc1ccc(CNC(=O)C2CCCCC2C(=O)O)cc1 (configuration not stated)	5	134	-5	134	0	-5%	9%	97	97
40	O=C(O)c1cc(-c2ccccc2Cl)n[nH]1	-4	103	4	103	1	-6%	9%	99	100
41	COc1ccc(CCC(C)Nc2cccc(F)c2)cc1 (configuration not stated)	2	160	-2	160	x	6%	-6%	x	x
42	Cc1ccc(S(=O)(=O)N2CCN(C(=O)CN3CCCC3)C2)cc1	5	124	-5	124	-12	-2%	-25%	102	90
43	COc1ccc(-n2c(NCCN(C)C)nc3sc4c(c3c2=O)CCCCC4)cc1	4	154	-4	154	2	7%	-51%	50	52
44	Cc1cc(NC(=O)CSc2ccc(-c3ccccc3)nn2)no1	-6	157	6	157	-10	4%	28%	85	75
45	COc1ccc(-c2nnc3sc(-c4ccc(Br)o4)nn23)cc1OC	x	x	x	x	5	-4%	-8%	75	80
46	S=c1[nH]nc(-c2ccccc2)n1/N=C/c1cccs1	8	107	-8	107	x	0%	-10%	x	x
47	Clc1ccccc1OCCn1ccnc1	-11	94	11	94	5	-5%	22%	89	94
48	Nc1c(C(=O)c2ccc(Br)s2)oc2ccccc12	10	143	-10	143	-19	17%	29%	99	79
49	Cc1cccn2c(=O)c3cc(C(=O)N4c5ccccc5CC4C)n(C)c3nc12 (configuration not stated)	20	160	-20	160	-24	21%	9%	66	42
50	CCOC(=O)c1c(C)[nH]c2c1cc(O)c1ccccc12	u	x	-42	71	-16	16%	13%	60	44
51	CCn1c(COc2cccc(C)c2)nnc1SCC(=O)CC(=O)Nc1ccccc1OC	12	99	-12	99	0	-7%	-64%	86	87
52	CCc1ccc2oc(-c3cc(N=Cc4cccc(OC)c4O)ccc3O)nc2c1	1	147	-1	147	x	0%	-26%	x	x
53	N#Cc1c(-c2ccco2)nc(NCC2CCCO2)[nH]c1=O (configuration not stated)	27	116	-27	116	0	-5%	-5%	87	87
54	O=C(O)CCc1ccc(-c2ccccc2)n1CC(=O)O	-4	88	4	88	18	0%	9%	84	102
55	COc1cccc(C2OC(=O)c3ccccc3N2C(C)=O)c1OC(C)=O (configuration not stated)	3	103	-3	103	x	-13%	-28%	x	x
56	Cc1ccc(C(=O)Nc2ccc3c(c2)OCCO3)o1	-4	174	4	174	-7	-6%	28%	75	69
57	CCCCNc1cc(C)oc(=O)c1C(C)=O	21	127	-21	127	15	-2%	-1%	78	92
58	O=C(Nc1c(C(=O)Nc2ccccc2)cnn1-c1ccccc1)c1ccco1	0	86	0	86	-4	-12%	-40%	85	81
59	Cc1c(NS(=O)(=O)c2ccc3c(c2)CCN3C(=O)C2CC2)c(=O)n(-c2ccccc2)n1C	-17	107	17	107	3	6%	-12%	89	92
60	O=S(=O)(NCCOCC(F)(F)C(F)F)c1ccc2oc3ccccc3c2c1	19	116	-19	116	-4	-21%	14%	81	77
61	COC(=O)C1(c2ccccc2)NC(c2cccs2)C2C(=O)N(c3ccccc3)C(=O)C21 (configuration not stated)	0	83	0	83	1	x	x	80	81
62	CCc1c(C(=O)Nc2ccc(S(=O)(=O)N3CCOCC3)cc2)csc1C	3	56	-3	56	-8	-14%	-72%	81	73
63	CC(/C=N/NC(=O)c1ccncc1)=C\c1ccccc1	-5	59	5	59	x	-9%	2%	x	x
64	O=C1NC(Cc2c[nH]c3ccccc23)C(=O)N1CCOc1ccccc1 (configuration not stated)	20	133	-20	133	10	6%	-7%	83	94
65	N#Cc1nc(-c2ccc(OCc3ccccc3)cc2)oc1NCCCN1CCOCC1	-13	180	13	180	-24	-6%	-44%	68	44
66	CC(C)c1nc(SCC(=O)Nc2ccc3c(c2)OCCO3)c2c(=O)n(C)c(=O)n(C)c2n1	-1	44	1	44	-2	-13%	16%	34	31
67	CCOC(=O)N1CCN(C(=O)c2cnsn2)CC1	5	175	-5	175	5	-5%	15%	90	95

# Assay outcomes deposited in PubChem BioAssay by several laboratories.
